IL2 activator – activators of IL-2 | IL-2 activation reporter assay, cell-based qHTS; stimulated with anti-CD3/CD4/CD28 beads; in transgenic mouse T cells | activation, % (series mostly up to about 46 µM) | actives 0.065% (n = 360,000); in the data active = activation above about 50%; inconclusive = mostly about 30% to 49%; also: 0% is about no effect
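Unstimulated transgenic mouse T cells, 750 per well, received compound and, after 60 minutes, anti-CD3/anti-CD4 bead plus anti-CD28 stimulation. EGFP and DsRed were quantified after 18 hours.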
EPAC1 antagonist – blocks human EPAC1 exchange factor. O95398. EPAC1 GEF assay, Rap1b-BODIPY-GDP exchange fluorescence. Potency, µM (highest dose often 115 µM), for the others: at the top dose activity change, negative = inhibition, actives largely listed as inhibitors. actives 0.14% (n = 360,000);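 also: potency is read from the fitted curve at half-maximal effect; plate controls were vehicle for no effect and positive control for full effect; nearly all actives have a fitted effect of over 50% in size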
Target sequence (O95398 whole entry, looked up): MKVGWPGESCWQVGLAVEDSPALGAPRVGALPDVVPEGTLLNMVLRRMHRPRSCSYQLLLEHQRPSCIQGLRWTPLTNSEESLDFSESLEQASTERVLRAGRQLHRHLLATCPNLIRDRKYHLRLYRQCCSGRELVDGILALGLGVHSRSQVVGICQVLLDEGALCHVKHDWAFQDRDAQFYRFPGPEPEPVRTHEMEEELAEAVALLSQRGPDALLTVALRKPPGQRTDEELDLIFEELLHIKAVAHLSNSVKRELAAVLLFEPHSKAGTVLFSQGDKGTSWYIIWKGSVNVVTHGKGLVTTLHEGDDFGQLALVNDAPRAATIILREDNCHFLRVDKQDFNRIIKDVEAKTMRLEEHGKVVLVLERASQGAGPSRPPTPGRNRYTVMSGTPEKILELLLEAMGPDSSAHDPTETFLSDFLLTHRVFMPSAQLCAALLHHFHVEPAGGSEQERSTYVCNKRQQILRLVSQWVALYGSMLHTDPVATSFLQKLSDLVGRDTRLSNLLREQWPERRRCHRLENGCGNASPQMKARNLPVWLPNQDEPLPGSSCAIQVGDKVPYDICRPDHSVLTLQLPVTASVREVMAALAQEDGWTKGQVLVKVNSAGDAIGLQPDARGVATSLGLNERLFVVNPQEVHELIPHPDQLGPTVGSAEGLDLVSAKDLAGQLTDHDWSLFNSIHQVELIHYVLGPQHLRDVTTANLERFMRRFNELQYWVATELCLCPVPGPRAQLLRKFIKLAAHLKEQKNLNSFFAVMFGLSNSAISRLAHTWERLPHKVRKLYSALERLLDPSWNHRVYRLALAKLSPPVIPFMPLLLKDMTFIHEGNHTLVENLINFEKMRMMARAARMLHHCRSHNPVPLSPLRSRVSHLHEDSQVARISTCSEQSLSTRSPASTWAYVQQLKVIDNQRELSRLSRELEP
PLK1 PBD block – PLK1 (human) polo-box domain binding inhibition; Plk1 PBD binding of FITC phosphopeptide, fluorescence polarization; Potency, µM, inactives show max response, negative = inhibition, usual class: inhibitors; P53350; actives 2.8% (n = 360,000); AID 720504; also: potency is read from the fitted curve at half-maximal effect; series mostly up to about 57 µM; % is scaled to controls: 0 for no effect and ±100 for the full control effect; nearly all actives have a fitted effect of over 65% in size
PI5P4K alpha inh – PI5P4K alpha (human) kinase inhibition; P48426; PI5P4Kalpha enzyme, ADP-Glo luminescence, 60 min; active compounds read low; max response, %; actives 1.2% (n = 330,000); active = max response of -50% or lower; inconclusive = between -30% and -50%; inactive = -30% or higher; also: value at the top dose of about 77 µM; % is scaled to controls: 0 for no effect and ±100 for the full control effect
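ADP-Glo luminescence end-point read after a 60 min room-temperature kinase reaction of PI5P4Kalpha plus substrate, initiated with ATP at 5 microM final. Buffer: 0.038 M HEPES pH 7.4, EGTA, 0.1% CHAPS, 5% DMSO.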
FUS suppressor – FUS proteinopathy suppression in yeast. Potency, µM (titrated, usually from 76.6 µM), for inactives: at the highest dose growth rescue (activation), most hits filed as activators. S. cerevisiae FUS-expressing, growth rescue, OD600, 24 h. actives 0.24% (n = 390,000);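 also: potency is read from the fitted curve at half-maximal effect; plate controls were DMSO vehicle for no effect and reference control for full effect; nearly all actives have a fitted effect of over 55% in size; some results filed as inactive show a strong effect at the top dose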
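Quantitative HTS measuring growth restoration of FUS-toxic yeast. Galactose-induced cells (OD 0.005) were exposed 24hr at 30C to compounds at several concentrations, then absorbance at 600 nm was recorded.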
Abeta yeast res – restores growth of yeast expressing A-beta42 peptide | yeast expressing A-beta42, growth rescue, OD600, 48 h; response scale: 0% DMSO, 100% iron-clioquinol control | Potency, µM (doses to about 46.1 µM), without a hit: top-dose growth rescue, most hits filed as activators | actives 0.063% (n = 410,000) | AID 1347071; also: potency is read from the fitted curve at half-maximal effect; nearly all actives have a fitted effect of over 55% in size
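Yeast A-beta toxicity model in growth medium with pinned compounds, 48 h at 30 C; growth read as absorbance at 600 nm. Normalized to FeCl3/clioquinol equimolar mix (positive) and DMSO (negative).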
aSyn yeast inh – inhibitors of alpha-synuclein toxicity in yeast | Potency, µM (titrated, usually from 46.1 µM), without a hit: at the highest dose growth rescue (activation), usual class: activators | Yeast expressing alpha-synuclein, growth rescue, BacTiter-Glo, 24 h | actives 0.14% (n = 370,000) | AID 652106; also: potency is read from the fitted curve at half-maximal effect; % of control where 0% means no effect; nearly all actives have a fitted effect of over 65% in size
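Rescue of yeast growth: cells expressing toxic alpha-synuclein, induced in galactose at OD600 0.02, incubated with compound 24 h at 30 C. ATP luminescence quantified growth; inhibitors of toxicity appear as activators.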
EPAC1 ag – agonists of human EPAC1. O95398. EPAC1 agonist qHTS, biochemical assay; response scale: 100% = response to 6.5 mM cAMP. Potency, µM (top dose mostly 154 µM), inactives show top-dose activation, hits mostly activators. actives 0.073% (n = 360,000). AID 720707; also: potency is read from the fitted curve at half-maximal effect; nearly all actives have a fitted effect of over 60% in size
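Nucleotide exchange assay: 100 nM EPAC1 with 250 nM Rap1B loaded with BODIPY-GDP and 50 uM GDP, room temperature. Fluorescence (480/540 nm) read every 5 min for 30 min; signal change normalized to 6.5 mM cAMP as full agonist.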
WRN helicase inh – inhibitors of human WRN helicase; Potency, µM (doses to about 114 µM), inactives show at the highest dose activity change, negative = inhibition, most hits filed as inhibitors; actives 0.46% (n = 360,000); WRN helicase unwinding, fluorescent forked duplex, kinetic; Q14191; also: potency is read from the fitted curve at half-maximal effect; % is scaled to controls: 0 for no effect and ±100 for the full control effect; nearly all actives have a fitted effect of over 55% in size
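Primary qHTS, 1536-well format. 20 nM WRN + compound, 15 min RT; start with 100 nM forked fluorophore/quencher duplex, 2 mM ATP (final); kinetic read ex 525/em 598 nm.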
* = called active by the depositor; u = inconclusive; x = not tested or not shown; [ ] = dose if it differs, or a comment. Unless noted, calls follow the shape of the dose curve; as a rule, active = well fitted curve in the direction sought with a large enough effect; inconclusive = small, poorly fitted or top-dose-only effect, or another doubt; inactive = no such curve, though single readings can be large; an effect the other way counts as inactive or inconclusive. Rows were taken by chance, and some 4.1% of all compounds hit somewhere here.

Values run as follows: IL2 activator	EPAC1 antagonist	PLK1 PBD block	PI5P4K alpha inh	FUS suppressor	Abeta yeast res	aSyn yeast inh	EPAC1 ag	WRN helicase inh
- OCCN1CCN(c2nc(-c3ccccc3)c3cc(Cl)ccc3n2)CC1
    -2.4	u	-13%	20	-18%	-8%[9.22 µM]	-12%	8%	-21%
- Cc1ccc(NC(=O)COC(=O)c2ccc3c(c2)OCCO3)cc1
    1.4	14%	5%	-2	5%	12%	10%	3%	5%
- Cc1ccc(NC(=O)CCCN2C(=S)NC(C)(C)CC2C)cc1 (stereo unspecified)
    0.2	-3%	-14%	-7	3%	14%	-2%	5%	11%
- c1cc(CSc2nnc(-c3ccc4c(c3)OCO4)o2)ccn1
    3.6	-17%	-4%	0	-4%	14%	15%	-3%	-9%
- Cc1cccc(C(=O)Nc2ccc(S(=O)(=O)N3CCOCC3)cc2)c1[N+](=O)[O-]
    2.7	5%	4%	2	16%	4%	-1%	0%	-1%
- C=CCOC(=O)C(=O)/C=C/c1csc2ccccc12
    -0.4	-12%	u	-18	15%	9%	12%	2%	-16%
- O=C(NCCC(=O)N(Cc1ccco1)Cc1cccs1)c1ccc(Br)cc1
    -0.5	-2%	-1%	4	u	-9%	u	-1%	-3%
- Cc1ccc(Cc2c(C)nc3nc(SCC(=O)NCCCN4CCCCC4)nn3c2C)cc1
    1.4	7%	-8%	-8	-3%	-23%	-2%	3%	9%
- CCN(CC)CCn1c2c(c(SCC(=O)Nc3cc(OC)cc(OC)c3)nc1=O)CCC2
    0.5	3%	-3%	-5	10%	-2%	0%	1%	-2%
- COc1cc2c(cc1OC)CN(C(=O)c1ccc(S(=O)(=O)N3CCCCC3)cc1)CC2
    0.1	-9%	-2%	-3	11%	16%	0%	-17%	3%
- CSc1nc(SCC(=O)NC(c2ccccc2)c2ccccc2)c2c3c(sc2n1)CN(C)CC3
    0.0	4%	-6%	x	29%	17%	1%	2%	-33%
- O=C(NC12CC3CC(CC(C3)C1)C2)c1cccnc1
    -1.7	-3%	-7%	x	13%	0%	9%	14%	3%
- CC(=O)N1CCN(C(C)=O)c2ccccc21
    -2.3	-2%	0%	-12	x	0%	-4%	-9%	0%
- CCCCC(CC)C(=O)Nc1ncc([N+](=O)[O-])s1 (stereo unspecified)
    -0.9	u	-19%	3	2%	-25%	-38%[inhibitor]	-1%	-10%
- CC(=O)OC1CCC2C3CCC4=CC(=O)CCC4(C)C3CCC2(C)[C@]1(C)O (stereo partly specified)
    -0.3	3%	x	x	11%	-12%	x	-2%	x
- O=C(CBr)c1ccc([N+](=O)[O-])c(CS(=O)(=O)c2ccc(Cl)cc2)c1
    0.5	-7%	-23%	-7	-11%	17%	4%	-4%	-1%
- Cc1c(O)ccc2c(=O)c(Oc3ccccc3)coc12
    0.4	3%	-7%	0	22%	18%	-2%	-1%	-4%[57.1 µM]
- CC(C)C(=O)NN(C(=O)c1ccccc1)c1ccccc1
    0.4	14%	-11%	-1	-3%	-1%	0%	-11%	0%
- O=C(CSc1n[nH]c(-c2cccnc2)n1)Nc1ccc(Br)cc1
    -0.5	-15%	-15%	-5	23%	13%	0%	5%	2%
- CCOC(=O)C(=O)Nc1ccc(OCc2ccccc2)cc1
    0.5	8%	-1%	1	12%	23%	4%	-1%	6%
- CCOc1cc(N2CCOCC2)c(OCC)cc1NC(=O)CN1C(=O)NC2(CCCCC2)C1=O
    1.0	-14%	-1%	-7	x	-1%	0%	-7%	-8%
- CCCc1nc(SCC(=O)Nc2nc3c(s2)CCCC3)c2ccccc2n1
    -0.7	-13%	-1%	x	u	14%	-9%	13%	-27%
- CCOC(=O)c1ccc2c(c1)nc(SCC(=O)c1cc3ccccc3o1)n2CC
    -2.5	7%	7%	x	37%	5%	5%	4%	-11%
- COCCn1nnnc1CN(CCc1ccccc1)Cc1cc2cc(OC)ccc2[nH]c1=O
    -2.6	0%	-5%	x	7%	6%	3%	0%	-9%
- COc1cccc(C(=O)Nc2cc(-c3cn4cccnc4n3)ccc2C)c1
    0.3	7%	2%	-1	26%	6%	-8%	1%	3%
- CCCCn1c(CN2CCN(c3ccc(F)cc3)CC2)nc2c1c(=O)n(C)c(=O)n2C
    -2.0	-2%	-2%	4	12%	6%	-1%	15%	-2%
- Cn1cc(S(=O)(=O)N2CCOCC2)cc1C(=O)Nc1cccc(Cl)c1
    -3.4	u	-7%	4	-13%	6%	0%	8%	-6%
- O=C(N/N=C\c1c(O)ccc2ccccc12)c1ccc(S(=O)(=O)N2CCCCC2)cc1
    -0.4	-22%	77%[activator]	-9	-4%	-29%	4%	1%	4%
- CCN(C(=O)c1c(OC)cccc1OC)c1nnc(-c2cccnc2)s1
    0.9	-14%	-25%	0	30%	-4%	-1%	1%	6%
- Cc1cc(NC(=O)c2cc(F)c(F)cc2Cl)no1
    0.3	13%	-7%	5	11%	5%	0%	6%	4%

Additional compounds follow.
Values run as follows: IL2 activator	EPAC1 antagonist	PLK1 PBD block	PI5P4K alpha inh	FUS suppressor	Abeta yeast res	aSyn yeast inh	EPAC1 ag	WRN helicase inh
- O=S(=O)(c1ccc(-c2ccon2)s1)N1CCN(c2ccccn2)CC1
    -0.1	12%	-3%	-3	4%	2%	10%	-8%	12%
- COc1cc2[nH]c3c(=O)n(CCN(C(C)C)C(C)C)cnc3c2cc1OC
    -0.8	-3%	0%	-4	-6%	5%	3%	4%	-5%
- COc1ccc(-c2nnnn2-c2ccc(F)cc2F)cc1
    1.6	-11%	-3%	9	-3%	-3%	1%	3%	-2%
- CCN(CC)S(=O)(=O)c1ccc(N2CCCC2)c(NC(=O)C2=NN(c3ccccc3)C(=O)CC2)c1
    -0.2	5%	-10%	-8	u	7%	-3%	7%	-3%
- O=C(Nc1cccnc1Oc1ccc(Cl)cc1)c1cccc2ccccc12
    0.3	4%	-7%	13	13%	-8%	1%	18%	-9%
- O=C(Cn1cnc(S(=O)(=O)N2CCCCC2)c1)N1CCN(c2ccc([N+](=O)[O-])cc2)CC1
    -2.5	-2%	-12%	1	14%	3%	-5%	2%	3%
- N#Cc1c(-c2ccccc2Cl)cc(-c2ccccc2)nc1Br
    0.1	-23%	-9%	18	x	1%	-1%	-8%	-2%
- Cc1ccc(/C=C2/NC(=O)N(Cc3ccccc3F)C2=O)s1
    u	1%	-14%	0	-6%	-4%	-11%	5%	-21%
- Cc1cn(COC/C=C/c2ccccc2)c(=O)[nH]c1=O
    2.0	0%	-5%	x	u	-11%	1%	-5%	-23%
- CCCCN1C(=O)CC(Sc2ncccc2C(=O)O)C1=O (stereo unspecified)
    -1.0	-19%	-9%	-2	17%	18%	-1%	-5%	-6%
- CN1CCN(S(=O)(=O)c2cccc(C(=O)Oc3ccc(C(C)(C)C)cc3)c2)CC1
    1.9	1%	-9%	-2	34%	13%	-1%	-20%	-15%
- N=C1C(c2nc3ccccc3c(=O)[nH]2)=C(O)CN1CCO
    -0.4	0%	3%	-1	10%	23%	1%	3%	2%
- Cc1c(C(=O)NCC2CCCO2)cccc1[N+](=O)[O-] (stereo unspecified)
    -2.7	3%	-1%	-1	-16%	6%	3%	-4%	-12%[57.1 µM]
- COc1ccccc1C(CNC(=O)CN(C)S(=O)(=O)c1ccc(C)cc1)N1CCCC1 (stereo unspecified)
    1.2	-1%	-1%	-5	9%	1%	2%	8%	-13%
- O=C(NCc1cccs1)C1CC1
    -3.3	7%	-4%	4	-11%	-13%	-7%	-6%	9%
- Cc1ccc(CNC(=O)c2ccc[nH]2)cc1
    -2.8	10%	-11%	3	11%	-7%	2%	11%	7%
- CCOC1(OCC)OC(c2ccccc2)=C(C#N)C(C=Cc2ccccc2)C1(OCC)OCC (stereo unspecified)
    -3.5	-13%	1%	-1	3%	6%	13%	-10%	-14%
- COc1ccc([N+](=O)[O-])c(OC)c1C(=O)Nc1ccc(F)cc1F
    0.3	-11%	-9%	1	0%	-25%	-13%	6%	2%
- O=C(O)CC(CC(=O)Nc1ccc(Oc2ccccc2)cc1)c1ccccc1 (stereo unspecified)
    2.3	-26%	-6%	-1	12%	19%	-1%	3%	-2%
- Cc1nn(-c2ccc(F)cc2)c(Cl)c1/C=C(\CC(=O)O)c1nc2ccccc2s1
    4.6	-10%	-11%	x	24%	-33%[inhibitor]	29%	1%	-14%
- O=C(CCl)N=c1sccn1Cc1ccccc1Cl
    -4.9	7%	-9%	-8	-5%	-9%	4%	-1%	-2%
- Cc1ccc(NC(=O)c2ccc(NCC3CCCO3)c([N+](=O)[O-])c2)cc1Cl (stereo unspecified)
    -0.1	-2%	7%	-2	-20%	5%	-1%	4%	4%
- Brc1ccc(OCc2ccccc2)c(CNCC2CCCO2)c1 (stereo unspecified)
    -0.2	11%	-14%	-9	-5%	-9%	-8%	3%	-4%
- CCC(C)[C@H]1CNC(=O)C(=O)N1CC1CCCCC1 (stereo partly specified)
    1.1	11%[57.5 µM]	x	-4	-9%	x	x	13%[76.9 µM]	13%
- O=C(NC(=S)Nc1ccc(S(=O)(=O)Nc2nccs2)cc1)c1cccc(F)c1
    -0.1	-8%	-8%	-11	6%	7%	-7%	2%	0%
- CN(C)N=Nc1ccc2nc[nH]c2c1
    0.2	-6%	-2%	-7	10%	-69%[inhibitor]	-6%	-8%	-2%
- CN(C)CC(C)(C)CNCc1cc(=O)oc2ccc3ccccc3c12
    0.1	30%[activator]	-8%	-6	15%	-16%	1%	-4%	2%
- COc1ccc([C@H]2C[C@@H](n3cc(C4CC4)nn3)[C@H](O)CN2C(=O)C2CCCCC2)cc1
    -1.5	4%	-5%	-4	0%	3%	-3%	-12%	-2%
- C[C@H](NC(=O)N1CCn2c1nc1ccccc12)C(=O)NCc1ccc2c(c1)OCO2
    -1.9	-22%	-4%	2	15%	4%	0%	0%	-6%

Bioassay records from PubChem BioAssay.
